RGS12 GoLoco inh = RGS12 GoLoco-Gai1 interaction inhibition; P63096; AID 880; Potency, µM (highest dose often 61.6 µM), inactives show top-dose activity, negative = inhibition, usual class: inhibitors; Gai1:RGS12 GoLoco peptide FP, rhodamine, 10 min; hit rate 0.44% among 230,000; active means well fitted inhibition curve with a large enough effect, not every such curve was filed as active; inactive means no such curve, though single readings can be large or run the other way; further: on the % scale 0 is the no-effect control and ±100 the full control effect; nearly all actives have a fitted effect of over 30% in size; many of its hits are not listed in these tables
RECQ1 inh = RECQ1 (human) helicase inhibition | RECQ1 DNA unwinding, red fluorescence kinetic read | Potency, µM (titrated, usually from 57.3 µM), without a hit: at the highest dose activity, negative = inhibition, usual class: inhibitors | hit rate 0.54% among 240,000 | P46063;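 further: plate controls were vehicle for no effect and no enzyme for full effect; nearly all actives have a fitted effect of over 30% in size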
Target sequence (P46063 whole entry, looked up): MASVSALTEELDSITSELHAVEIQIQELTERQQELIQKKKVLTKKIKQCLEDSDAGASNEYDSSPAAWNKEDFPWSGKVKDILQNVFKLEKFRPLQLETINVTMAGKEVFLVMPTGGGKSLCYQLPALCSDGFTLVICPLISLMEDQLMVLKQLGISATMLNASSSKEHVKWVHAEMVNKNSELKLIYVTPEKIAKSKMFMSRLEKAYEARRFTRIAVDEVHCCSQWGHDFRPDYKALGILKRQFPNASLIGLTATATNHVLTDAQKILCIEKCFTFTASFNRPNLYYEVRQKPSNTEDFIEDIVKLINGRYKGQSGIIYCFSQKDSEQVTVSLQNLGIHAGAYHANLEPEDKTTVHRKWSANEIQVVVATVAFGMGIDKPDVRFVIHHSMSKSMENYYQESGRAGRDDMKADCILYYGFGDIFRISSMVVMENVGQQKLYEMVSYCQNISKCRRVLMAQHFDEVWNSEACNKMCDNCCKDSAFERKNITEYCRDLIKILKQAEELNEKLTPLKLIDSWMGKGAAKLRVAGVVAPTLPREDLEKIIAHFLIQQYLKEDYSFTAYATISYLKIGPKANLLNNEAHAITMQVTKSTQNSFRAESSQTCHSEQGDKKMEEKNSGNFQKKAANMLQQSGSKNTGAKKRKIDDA
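RECQ1T1 50 nM; forked duplex (20 bp + 30-nt ss tails) 200 nM, ATP 2 mM final; pH 8.0, 2 mM MgCl2, 2.5 ug/ml poly(dI-dC); 15 min compound preincubation; discontinuous kinetic read over 2 h at RT.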
Epigenetic derep = epigenetic control regulation, reporter derepression | murine LDR cells, GFP reporter derepression, 30 h | Potency, µM (titrated, usually from 53.9 µM), for the others: at the top dose GFP activation, most hits filed as activators | hit rate 0.2% among 280,000; further: % of control where 0% means no effect; nearly all actives have a fitted effect of over 60% in size
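Reporter derepression read as number of fluorescent GFP-positive objects, 20-120 um in size, counted by laser-scanning cytometer. Mouse LDR line with an epigenetically silenced CMV-GFP locus; compound incubation 30 h, 37 C.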
SMN2 splice up = enhancers of SMN2 splice variant expression; HEK293 SMN2-luciferase splicing reporter, luminescence, 30-36 h; Potency, µM (titrated, usually from 46.1 µM), for inactives: at the top dose activity change, positive = activation, most hits filed as activators; hit rate 2.8% among 210,000; further: % of control where 0% means no effect; nearly all actives have a fitted effect of over 55% in size
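HEK293 cells carry an SMN2 […]–luciferase reporter in which exon 7 inclusion puts luciferase in frame. Cells were plated 10-12 h before compound addition, then incubated 30-36 h at 37C. ONE-Glo luminescence was read; sodium butyrate at 4.5 mM final served as control.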
Luc counter = counter-screen: inhibitors of Kinase-Glo firefly luciferase | hit rate 0.28% among 200,000 | Kinase-Glo luciferase, ATP luminescence, 8 min | Potency, µM (highest dose often 38.3 µM), for inactives: at the highest dose activity change, negative = inhibition, actives largely listed as inhibitors | Q27757; further: on the % scale 0 is the no-effect control and ±100 the full control effect; nearly all actives have a fitted effect of over 60% in size
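Light output from Kinase-Glo luciferase with luciferin and 10 uM ATP in 50 mM imidazole pH 7.2, KCl, MgCl2, Tween 20, BSA; compound pin-delivered, 8-min ambient incubation, then luminescence read.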
IMPase Li inh = cell-permeable IMPase inhibitors with lithium potentiation; CHO-M1 cells, IP1 TR-FRET (IP-One), carbachol + lithium; Potency, µM (highest dose often 59.4 µM), for inactives: at the top dose activity, negative = IMPase inhibition, actives largely listed as inhibitors; hit rate 0.35% among 210,000;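 further: IP1 builds up when IMPase is blocked and the TR-FRET signal falls; plate controls were basal vehicle for no effect and high inhibitor control for full effect; nearly all actives have a fitted effect of over 50% in size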
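Readout is a homogeneous TR-FRET IP1 immunoassay (Ex 320, Em 665 and 620), where raised cytosolic IP1 lowers signal. Cells were CHO-M1 treated 30 min at 37C with test compounds plus a little lithium; AC50 values came from Hill-equation fitting.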
NPSR antagonist = antagonists of human neuropeptide S receptor cAMP signaling; Q6W5P4; CHO-NPSR cells, cAMP TR-FRET, antagonist mode; Potency, µM (series often up to 38.3 µM), inactives show top-dose activity change, negative = inhibition, actives largely listed as inhibitors; hit rate 1% among 220,000; AID 1461; further: on the % scale 0 is the no-effect control and ±100 the full control effect; nearly all actives have a fitted effect of over 50% in size; many of its hits are not listed in these tables
JMJD2E inh = JMJD2E (human) inhibition | JMJD2E catalytic domain, FDH-coupled NADH fluorescence (FDH is formaldehyde dehydrogenase) | AID 2147 | Potency, µM (highest dose often 57.1 µM), without a hit: at the highest dose activity change, negative = inhibition, most hits filed as inhibitors | hit rate 1.6% among 230,000 | B2RXH2; active means well fitted inhibition curve with a large enough effect, not every such curve was filed as active; inconclusive means small, poorly fitted or top-dose-only effect, or another doubt; inactive means no such curve, though single readings can be large or run the other way;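 further: 0% = wells with enzyme and -100% = buffer wells without enzyme; nearly all actives have a fitted effect of over 50% in size; many of its hits are not listed in these tables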
Target sequence (B2RXH2 1-337 limits assumed): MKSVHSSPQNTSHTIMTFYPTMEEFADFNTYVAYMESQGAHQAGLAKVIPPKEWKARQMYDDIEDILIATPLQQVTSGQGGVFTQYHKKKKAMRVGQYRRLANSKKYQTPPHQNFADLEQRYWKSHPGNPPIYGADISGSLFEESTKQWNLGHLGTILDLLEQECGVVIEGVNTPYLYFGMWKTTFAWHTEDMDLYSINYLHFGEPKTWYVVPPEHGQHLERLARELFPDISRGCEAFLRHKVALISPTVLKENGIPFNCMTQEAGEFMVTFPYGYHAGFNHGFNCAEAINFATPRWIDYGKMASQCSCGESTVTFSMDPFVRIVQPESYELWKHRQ
The depositor's hits bear a star; i = inactive; ? = inconclusive; . = no result given; [ ] = dose if it differs, or a comment. Unless noted, the call rests on the fitted dose curve; in most records, active means well fitted curve in the direction sought with a large enough effect; inconclusive means small, poorly fitted or top-dose-only effect, or another doubt; inactive means no such curve, though single readings can be large; an effect the other way counts as inactive or inconclusive. Potency means the concentration at half of the fitted maximal effect. This is a subset; the hit share may differ from the screen's.

| SMILES | RGS12 GoLoco inh | RECQ1 inh | Epigenetic derep | SMN2 splice up | Luc counter | IMPase Li inh | NPSR antagonist | JMJD2E inh |
| --- | --- | --- | --- | --- | --- | --- | --- | --- |
| CCn1ncc([N+](=O)[O-])c1C(=O)Nc1nc2cccc(C)c2s1 | 13% | -9% | 1.7% | . | 0% | 4% | -15% | 15% |
| O=C(NCc1nc2ccccc2[nH]1)c1cccc(S(=O)(=O)N2CCCC2)c1 | 2% | -5% | -4.5% | ? | 0% | 2%[38.3 µM] | -4%[46.1 µM] | 5% |
| C=CCCCCCCCCCCCC(O)CC(O)COC(C)=O (stereo unspecified) | 0% | -7% | 5.3% | -40%[inhibitor] | -12% | 25% | . | -1% |
| CC(=O)NC(Cc1ccccc1)C(=O)N1CCN(C(=O)c2cccs2)CC1 (stereo unspecified) | 3% | -5% | 0.3% | -11% | 0% | -13%[38.3 µM] | -4%[46.1 µM] | 5% |
| CC1=C/C(=N\S(=O)(=O)c2ccccc2)C(C(C)C)=CC1=O | 16% | -6% | -3.6% | 18% | -2% | 4% | -21% | 5% |
| O=C(Nc1cccc(F)c1)c1ccc(-c2ccccc2C(F)(F)F)o1 | -4% | -16% | -0.5% | 0% | -2% | -10% | -9% | -13% |
| O=c1cc(CO)occ1OCc1c(F)cccc1Cl | 8% | -2% | -0.8% | 16% | 6% | 7% | 21% | 1% |
| c1ccc(CCN2CN(CCCN3CCOCC3)c3nc4ccccc4n3C2)cc1 | 1% | i | -1.0% | -1% | 0% | 10%[38.3 µM] | 2%[46.1 µM] | 1% |
| CCn1c2ccccc2c2cc(/C(C)=N/O)ccc21 | 6% | 2% | -1.1% | -25% | -2% | 19%[38.3 µM] | 22%[46.1 µM] | ? |
| CCOc1cccc(N2C(=O)CC(N3CCN(c4ccc(S(=O)(=O)CC)cc4)CC3)C2=O)c1 (stereo unspecified) | 8% | i | 3.6% | -4% | 1% | 21%[38.3 µM] | 0%[46.1 µM] | -1% |
| CC(C)(C)c1ccc(O)c(/C=N\O)c1 | 11% | i | 0.4% | -23% | -2% | 1%[38.3 µM] | 1%[46.1 µM] | -3% |
| CCC1(CC)Cc2ccccc2C(Nc2c(C)n(C)n(-c3ccccc3)c2=O)=N1 | -4% | i | -3.9% | 18% | -5% | 43%[activator][38.3 µM] | -2%[46.1 µM] | 2% |
| CSC(=S)N/N=C(\C)c1ccccc1 | 6% | -9% | ? | -5% | 0% | 6% | -20% | 33%[activator] |
| Cn1c(=O)c(Oc2cc(Cl)cc(Cl)c2)nc2ccccc21 | -3% | -3% | 0.3% | 27% | 2% | 18%[38.3 µM] | ? | ? |
| OC(COCc1ccc2c(c1)OCO2)CN1CCN(Cc2ccccc2)CC1 (stereo unspecified) | 7% | -8% | -2.9% | -5% | -5% | 25%[38.3 µM] | 0%[46.1 µM] | -29% |
| CC(=O)C1(C)N(O)C(C)(C)C(c2cccs2)=[N+]1[O-] (stereo unspecified) | 20% | 3% | -1.1% | . | -17% | -6% | 17% | ? |
| Cc1ncc([N+](=O)[O-])n1CC(=O)Nc1ccc2c(c1)OCO2 | 5% | i | 1.2% | 16% | 0% | -4% | -1% | -11% |
| CC1=C(C(=O)OCCOc2ccccc2)C(c2ccsc2)NC(=O)N1C (stereo unspecified) | 7% | -10% | 4.8% | -64%[inhibitor] | 2% | -4% | -2% | 6% |
| COc1ccc(C(c2nnnn2Cc2ccccc2)N2CCN(c3nc4ccccc4s3)CC2)cc1 (stereo unspecified) | 12% | -11% | 0.0% | -7% | -2% | 15%[38.3 µM] | -22%[46.1 µM] | 3% |
| Cn1ccnc1SCC(=O)c1ccc2ccccc2c1 | -5% | i | -2.0% | ? | -7% | -1% | -3% | 2% |
| COc1ccc(N2CCN(C(=O)c3cc(N4C(=O)C5C6CCC(C6)C5C4=O)ccc3Cl)CC2)cc1 (stereo unspecified) | -30% | -1% | -1.0% | -37%[inhibitor] | 3% | 8% | 15% | 2% |
| CCc1ccc(NC(=O)COC(=O)CCc2nc3cc(S(=O)(=O)N(CC)CC)ccc3n2C)cc1 | 29% | -3% | 0.0% | 5% | 2% | 4% | -20%[46.1 µM] | 10% |
| CC1(c2nnc(-c3ccc(Cl)cc3)o2)CC(c2cccc(Cl)c2)=NO1 (stereo unspecified) | -2% | i | -4.7% | . | . | . | 1% | -2% |
| C=CCc1cccc2cc(C(=O)OCC)c(=O)oc12 | -5% | -5% | -2.2% | -3% | 13% | -3% | 5% | ? |
| O=C(Nc1ccccc1C(=O)NCc1ccco1)c1ccccc1 | 3% | 4% | 1.0% | -6% | -1% | 20%[38.3 µM] | -15%[46.1 µM] | 6% |
| CCCCOC(=O)c1ccc(NC(=O)c2cc(Cl)c(Cl)cc2C(=O)O)cc1 | -5% | i | -4.9% | . | 4% | -2% | -14% | 1% |
| Cc1cccn2c(=O)c(C=NCCO)c(Nc3ccc(Cl)cc3)nc12 | 6% | i | 4.1% | -16% | 0% | 3% | ? | -1% |
| Cc1ccccc1N=Cc1cccc(O)c1O | -19% | ? | 8.7% | 29% | 2% | -7% | 6% | 11µM* |
| Cc1ccc(NS(=O)(=O)c2cc(C(=O)N3CCc4ccccc4C3)ccc2Cl)cc1 | -3% | ? | 1.2% | -24% | -2% | 32%[activator][38.3 µM] | ? | -1% |
| CC(=O)OC(COc1ccccc1)Cn1cnc2ccccc21 (stereo unspecified) | 24% | 26% | 2.7% | -16% | -5% | 3% | -12% | -1% |
| Fc1ccc(OCCCCN2CCOCC2)cc1 | 4% | -11% | ? | -29% | -3% | -4% | 19% | 0% |
| COc1ccc2c(c1)/C(=N/OC(=O)c1cccs1)CCC2 | 6% | -8% | 4.4% | -28% | -7% | 11% | -22% | -3% |
| CCOc1cc(C(c2c(C)[nH][nH]c2=O)c2c(C)[nH][nH]c2=O)ccc1OS(=O)(=O)c1ccc(C)cc1 | 9% | i | 0.0% | 21% | -6% | 23%[38.3 µM] | -13%[46.1 µM] | -18% |
| COc1ccc(/C=N/NC(=O)CCN2CCN(c3ccccc3)CC2)c(OC)c1OC | 8% | -5% | -1.0% | -2% | 3% | 5% | 14% | 3% |
| Cc1nc(-c2ccccc2)sc1C(N)=O | -1% | -6% | -1.1% | 22% | 0% | 12%[38.3 µM] | 0%[46.1 µM] | -2% |
| CCOC(=O)c1sc2nc(-c3cccnc3)ccc2c1N | 0% | -10% | 1.5% | . | -5% | -1% | 23% | ? |
| Cn1cccc1Cc1nnc(SCC(=O)N2CCOCC2)n1-c1ccc(F)cc1 | 8% | -6% | -0.8% | 18% | 1% | 21%[38.3 µM] | 7%[46.1 µM] | 0% |
| CN(C(=O)c1ccccc1NC(=O)C(F)(F)F)c1ccccc1 | 1% | i | -0.2% | 4% | 2% | 3%[38.3 µM] | 0%[46.1 µM] | 2% |
| O=C(NCC1COc2ccccc2O1)Nc1ccccc1F (stereo unspecified) | 3% | -2% | 0.7% | -12% | -2% | 20%[38.3 µM] | 6%[46.1 µM] | 8% |
| COc1ccccc1Nc1nc2ccc(C)cc2cc1C#N | 5% | -5% | ? | 1% | 0% | -3%[38.3 µM] | -7%[46.1 µM] | -4% |
| CSc1nsc(SC)c1NC(=O)Nc1ccccc1C | 7% | 2% | -0.8% | -1% | -1% | 4% | 13% | -5% |
| CN1CCCN(Cc2ccccc2C(F)(F)F)CC1 | 0% | -8% | -0.9% | -2% | 5% | 17% | -3%[46.1 µM] | ? |
| Cc1snc(S(=O)(=O)Cc2ccccc2Cl)c1C#N | -2% | i | -1.1% | -8% | -4% | -5%[38.3 µM] | ? | 2% |
| COc1ccc2c(c1)CCc1c-2n[nH]c1C(=O)O | 4% | -1% | 0.0% | 13% | 1% | 12%[38.3 µM] | -3%[46.1 µM] | ? |
| Cc1ccc(C(=O)N/C(=C\c2cccs2)c2nc3ccccc3[nH]2)cc1 | -5% | -1% | 1.1% | -4% | -1% | 8% | ? | -2% |
| CCCOc1ccc(N2C(=O)CC(N3CCN(CCN=CC4=C(O)CC(C)(C)CC4=O)CC3)C2=O)cc1 (stereo unspecified) | 16% | i | 1.7% | 5% | 2% | 4% | 11% | -27% |
| COC(=O)CN(c1ccc(OC)c(OC)c1)S(C)(=O)=O | 7% | i | 0.0% | 16% | 4% | 10%[38.3 µM] | -13%[46.1 µM] | 3% |
| COc1ccc2sc(/C=C/c3ccccc3O)[n+](C)c2c1 | 250%[activator] | ? | -0.8% | ? | -10% | 34%[activator] | 13µM* | -13% |
| Clc1ccc(-c2noc(CN3CCCCC3)n2)cc1 | 3%[14.2 µM] | . | . | -3%[9.22 µM] | 0%[7.66 µM] | 2% | . | . |
| N#C/C(=C\c1ccc(N2CCOCC2)o1)C(=O)Nc1ccc(O)cc1 | 16% | i | ? | 16µM* | 0% | 9% | -34% | -5% |
| O=C(NNc1c2ccccc2nc2ccccc12)c1ccccc1O | 27% | ? | -1.3% | -15% | -6% | 4% | -29% | ? |
| CCSc1nc2c(c(=O)[nH]c(=O)n2C)n1CC(O)COc1ccccc1C (stereo unspecified) | 2% | -10% | 3.6% | -5% | -1% | -12%[38.3 µM] | 14%[46.1 µM] | 4% |
| O=C(NC(=S)N1CCc2ccccc21)c1ccco1 | 12% | i | 5.4% | 1% | 3% | 10% | 26% | -2% |
| COc1ccc(CNC(=O)C2CC(c3cc(C(F)(F)F)cc(C(F)(F)F)c3)=NO2)cc1 (stereo unspecified) | -4% | i | -4.5% | . | . | . | -11% | -2% |
| COc1cc(Cl)c([C@@H]2C[C@H]3CN(c4ccccc4)C(=O)[C@]34CCCN24)cc1OC | 9% | 14% | 2.4% | . | -3% | 6% | 8% | ? |
| Cc1[nH]nc(SCC(=O)NCc2ccc(F)cc2)c1[N+](=O)[O-] | 12% | -5% | 1.0% | -6% | 2% | 2% | 14% | 8% |
| O=C(N/N=C/c1cccc(C(F)(F)F)c1)c1ccccc1O | 9% | -17% | -1.4% | -9% | -2% | 6% | -24% | 11% |
| Nc1nc(-c2ccc(Cl)cc2)cn1N | -2% | -12% | -1.0% | -1% | 3% | -4%[38.3 µM] | 4%[46.1 µM] | -6% |
| O=C(N/N=C/c1ccc(OCc2ccccc2)cc1)c1cc[n+](Cc2ccccc2)cc1 | . | ? | -0.9% | . | . | . | -30%[46.1 µM] | 32µM* |
| Cc1ccc2nc(NCc3ccccc3)c(C=O)c(=O)n2c1 | 35%[activator] | i | -1.9% | 9% | 7% | ? | -4% | ? |

Screens (PubChem)
